Source: PubChem BioAssay
ATXN viability = Viability Counterscreen for Primary qHTS for Inhibitors of ATXN expression. 400,000 tested, 0.49% active. Potency, µM (titrated, usually from 56.7 µM), most hits filed as cytotoxic. AID 651635, 2014. S2 cells (HEK-293 line with an ATXN2-luciferase reporter) viability, CellTiter-Fluor protease fluorescence, 24 h; also: potency is read from the fitted curve at half-maximal effect; nearly all actives have a fitted effect of over 40% in size
IL1B secr inh = qHTS for Inhibitors of Inflammasome Signaling: IL-1-beta AlphaLISA Primary Screen. THP-1 LPS/ATP IL-1B secretion, AlphaLISA, 16 h; stronger effect = lower value. activity change, % at 57.5 µM. 360,000 tested, 4.7% active; in the data active = activity change below about -50%; inconclusive = mostly about -30% to -49%; also: % is scaled to controls: 0 for no effect and ±100 for the full control effect
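Secreted IL-1B measured by AlphaLISA bead assay after 16 h compound exposure of THP-1 cells; compounds (final up to 57.5 uM) added 1 h before LPS (250 ng/mL) and ATP (1.25 mM) stimulation; lower signal means less secretion.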
MCF10A rereplic = A quantitative high throughput screen for small molecules that induce DNA re-replication in MCF 10a normal breast cells | MCF 10A DNA re-replication, Hoechst nuclear intensity, 48 h | Potency, µM (series often up to 46.1 µM), inactives show at the highest dose activity, positive = re-replication, usual class: activators | 350,000 tested, 2.9% active | AID 624296, 2012; also: potency is read from the fitted curve at half-maximal effect; % of control where 0% means no effect; nearly all actives have a fitted effect of over 50% in size
ATXN2 expr inh = Primary qHTS for Inhibitors of ATXN expression. HEK-293 ATXN2-luciferase reporter, luminescence, 24 h. 360,000 tested, 0.72% active. Potency, µM (doses to about 57 µM), for inactives: at the top dose activity change, negative = inhibition, hits mostly inhibitors; also: potency is read from the fitted curve at half-maximal effect; % is scaled to controls: 0 for no effect and ±100 for the full control effect; nearly all actives have a fitted effect of over 55% in size
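qHTS (up to 57 uM final) was run with 24 h compound exposure of reporter cells at 37 °C. Each well was multiplexed: SteadyGlo luminescence measured ATXN2-luciferase expression after a fluorogenic Gly-Phe-AFC viability readout (25 uM final).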
KB-3-1 cytotox = qHTS assay for MDR1-selective chemotherapeutics: Primary screen using the parental adenocarcinoma cell KB-3-1. KB-3-1 viability, CellTiter-Glo ATP luminescence, 72 h. Potency, µM (top dose mostly 46.1 µM), for inactives: at the highest dose activity change, negative = cytotoxic, actives largely listed as cytotoxic. 400,000 tested, 1.4% active. AID 1347075, 2019; also: potency is read from the fitted curve at half-maximal effect; % is scaled to controls: 0 for no effect and ±100 for the full control effect; nearly all actives have a fitted effect of over 60% in size
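Luminescent ATP read-out (CellTiter-Glo) measures survival of drug-naive KB-3-1 cells after 72 h compound exposure at 37 °C. Titration series was screened from lowest to highest concentration, with DMSO vehicle plates as background controls.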
HT1080NT lethal = qHTS for induction of synthetic lethality in tumor cells producing 2HG: qHTS for the HT-1080-NT fibrosarcoma cell line; HT-1080-NT fibrosarcoma viability, CellTiter-Glo ATP luminescence, 48 h; Potency, µM (series often up to 46.1 µM), without a hit: at the highest dose activity, negative = less viability, hits mostly cytotoxic; 360,000 tested, 1.6% active;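 also: NT is the 2HG producing partner of a matched IDH1 knockdown line; potency is read from the fitted curve at half-maximal effect; 0% = DMSO-treated cells and -100% = media-only wells without cells; nearly all actives have a fitted effect of over 55% in size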
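750 cells/well, RPMI + 5% FBS; 2 h settle, compound pin-transfer, 48 h at 37 degrees C. CellTiter-Glo 10 min RT, luminescence. Normalized to DMSO and media-only wells.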
HepG2 tox = qHTS for Inhibitors of TGF-b: Cytotox Counterscreen | HepG2 CAGA-GFP viability, ATP luminescence, 18 h | Potency, µM (series often up to 46.1 µM), inactives show at the highest dose activity change, negative = cytotoxicity, actives largely listed as cytotoxic | 410,000 tested, 0.76% active; also: potency is read from the fitted curve at half-maximal effect; some results filed as inactive show a strong effect at the top dose
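CellTiter-Glo luminescence gave cytotoxicity after 18 hours at 37 degrees C. The cells were HepG2 CAGA-GFP in 1% FBS DMEM, stimulated with 500 pg/mL TGF-beta after compound addition. %Activity was normalised to no-cell wells (complete cell-killing) and DMSO (no toxicity), and curves were fitted and classified.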
HT1080 IDH1KD tx = qHTS for induction of synthetic lethality in tumor cells producing 2HG: qHTS for the HT-1080-IDH1KD cell line; HT-1080 IDH1 knockdown viability, ATP luminescence, 48 h; Potency, µM (series often up to 46.1 µM), for the others: at the top dose activity, negative = toxicity, actives largely listed as cytotoxic; 360,000 tested, 2% active;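 also: potency is read from the fitted curve at half-maximal effect; 0% = DMSO wells and -100% = cell-free medium wells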
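After a 2 h attachment period, IDH1KD HT-1080 cells took pin-transferred compound for 48 h at 37 °C; ATP-based luminescence after 10 min room-temperature reagent incubation reported viability.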
SW480 rereplic = A quantitative high throughput screen for small molecules that induce DNA re-replication in SW480 colon adenocarcinoma cells | SW480 DNA re-replication, Hoechst DNA content imaging, 48 h | AID 624297, 2012 | Potency, µM (top dose mostly 46.1 µM), for inactives: at the top dose re-replication activation, most hits filed as activators | 340,000 tested, 1.8% active; also: potency is read from the fitted curve at half-maximal effect; % of control where 0% means no effect; nearly all actives have a fitted effect of over 55% in size
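Compounds, transferred as 23 nL by pin tool, were incubated with cells for 48 hr; DNA content per nucleus was then quantified by Hoechst staining and fluorescence plate imaging.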
* hit, by the source's call; i = inactive; u = inconclusive; x = no result given; [ ] = remark or other dose. Unless noted, calls follow the shape of the dose curve; as a rule, active = well fitted curve in the direction sought with a large enough effect; inconclusive = small, poorly fitted or top-dose-only effect, or another doubt; inactive = no such curve, though single readings can be large; an effect the other way counts as inactive or inconclusive.

1: COc1ccc(NS(=O)(=O)c2cn(C)cn2)cc1Cl
2: Cc1ccc(-n2c(SCc3cn4ccsc4n3)nc3ccccc3c2=O)cc1
3: Cc1cc(-c2ccc(S(=O)(=O)NCc3ccc(Cl)cc3)cc2)on1
4: Cc1cc(C(=O)N2CCN(S(=O)(=O)c3ccccc3)CC2)c(C)o1
5: Cc1nnc(SCC(=O)NC(=O)Nc2ccc3c(c2)OCCO3)n1N
6: O=C(NCCc1ccc(Cl)cc1)c1ccc(CS(=O)(=O)Cc2ccc(F)cc2)o1
assay / entry,1,2,3,4,5,6
ATXN viability,i,i,i,i,i,i
IL1B secr inh,-4,-21,5,-2,25,x
MCF10A rereplic,0%,16%,x,8%,-10%,x
ATXN2 expr inh,x,-20%,x,9%,0%,-9%
KB-3-1 cytotox,0%,0%,-2%,-11%,9%,1%
HT1080NT lethal,3%,-9%,-2%,-2%,2%,x
HepG2 tox,0%,-14%,-22%,-10%,-17%,-1%
HT1080 IDH1KD tx,0%,-28%,5%,-7%,0%,x
SW480 rereplic,6%,0%[9.22 µM],x,u,-1%,x

7: O=C(c1ccco1)N1CCN(C(=O)c2cn(-c3ccccc3)nc2-c2ccccc2)CC1
8: CCOc1ccc(NC(=O)Cn2c(=O)n(CCCCCC(=O)NCc3ccccc3)c(=O)c3sccc32)cc1
9: Cc1cc(C)cc(NC(=O)CSc2nnc(-c3ccccc3C)o2)c1
10: CCNc1nc(Oc2ccc(C(=O)OC)cc2)nc(N2CCOCC2)n1
11: CCNC(=S)N1C2CCC1CC(NC(=O)NC1CCCCC1)C2 (stereo unspecified)
12: C/C(=N\O)C(=O)NCCN1CCCCC1
assay / entry,7,8,9,10,11,12
ATXN viability,i,i,i,i,i,i
IL1B secr inh,0,x,-7,8,3,18
MCF10A rereplic,-3%,x,12%,0%,-2%,17%
ATXN2 expr inh,17%,-1%,61%[activator],-6%,-1%,1%
KB-3-1 cytotox,16%,u,5%,-3%,18%,5%
HT1080NT lethal,-3%,x,7%,16%,-4%,0%
HepG2 tox,-3%,8%,-9%,9%,-3%,11%
HT1080 IDH1KD tx,-4%,x,u,6%,4%,23%
SW480 rereplic,4%,x,-4%,-2%,5%,0%

13: O=C(c1ccc(-n2cncn2)c([N+](=O)[O-])c1)N1CCN(S(=O)(=O)c2ccc(F)c(F)c2)CC1
14: COC(=O)CCN1CCN(S(=O)(=O)c2ccccc2Br)CC1
15: CCCn1c(C)cc(C(=O)COc2ccc(-c3nnco3)cc2)c1C
16: CC(C)=CC1C(C(=O)NCCOc2ccccc2)C1(C)C (stereo unspecified)
17: COC(=O)C1=C(C)n2nnnc2NC1c1cc2ccccc2o1 (stereo unspecified)
18: C=CCNC(=O)N1CCc2[nH]c3ccc(F)cc3c2C1
assay / entry,13,14,15,16,17,18
ATXN viability,i,i,i,i,i,i
IL1B secr inh,11,7,x,7,2,-7
MCF10A rereplic,4%,-3%,-6%,8%,u,2%
ATXN2 expr inh,-3%,-1%,14%,-3%,-4%,x
KB-3-1 cytotox,-3%,-3%,u,-9%,-9%,3%
HT1080NT lethal,-9%,9%,-11%,-16%,-1%,5%
HepG2 tox,1%,0%,-15%,1%,-29%,7%
HT1080 IDH1KD tx,-8%,15%,-1%,-23%,-27%,20%
SW480 rereplic,u,-1%,-4%,-8%,u,3%

19: Cc1ccc(NS(=O)(=O)c2ccc(/C=C/C(=O)O)cc2)cc1Cl
20: CCc1cc2cc(C)ccc2nc1SCC(=O)NC1CCCC1
21: COc1cccc(CNc2ccc3[nH]c(=O)[nH]c3c2)c1OCc1ccccc1Cl
22: CC(C)=CCCC(C)CN1CCC(N2CCC(C(=O)N3CCCC3)CC2)CC1 (stereo unspecified)
23: Cc1cc(NC(=O)COC(=O)[C@@H]2CCCN2C(=O)c2cccs2)no1
24: C=CCc1c(C)nc(C)nc1N/N=C/c1ccc(F)cc1
assay / entry,19,20,21,22,23,24
ATXN viability,i,x,i,i,i,i
IL1B secr inh,22,-18,-5,0,0,15
MCF10A rereplic,2%,11%,18%,u,-24%,-2%
ATXN2 expr inh,-11%,-10%,-9%,x,2%,-12%
KB-3-1 cytotox,11%,-6%,-7%,-20%,-9%,1%
HT1080NT lethal,-3%,3%,-19%,-4%,-3%,13%
HepG2 tox,7%,-19%,1%,-31%,0%,-26%
HT1080 IDH1KD tx,2%,8%,-13%,u,8%,11%
SW480 rereplic,-3%,11%,u,4%,3%,-5%

25: C=CCNC(=O)C1=NN(c2c(F)c(F)cc(F)c2F)C(=O)CC1
26: CC(=O)Nc1ccc2c3c(cccc13)C(=O)N(c1ccccc1)C2=O
27: Cc1ccc(OCCC(=O)OCC(=O)Nc2c(C)nn(-c3ccccc3)c2C)cc1
28: CCOC(=O)c1ccc(NC(=O)CCOc2ccccc2)cc1
29: Cc1ccccc1Cn1nnc2c(=O)[nH]c(C3CCN(C(=O)c4ccccc4Cl)CC3)nc21
30: C=CCSc1nnc(NC(=O)C2CSC3(C)CCC(=O)N23)s1 (stereo unspecified)
assay / entry,25,26,27,28,29,30
ATXN viability,i,x,u,i,i,i
IL1B secr inh,1,-2,15,-7,x,11
MCF10A rereplic,2%,16%,2%,-9%,x,6%
ATXN2 expr inh,-14%,1%,6%,3%,14%,8%
KB-3-1 cytotox,1%,18%,3%,5%,3%,14%
HT1080NT lethal,15%,3%,7%,0%,x,9%
HepG2 tox,1%,-17%,-4%,-2%,-17%,-2%
HT1080 IDH1KD tx,15%,2%,5%,1%,x,17%
SW480 rereplic,4%,7%,u,-1%,x,3%

31: CCOC(=O)C1(C)CCN1C(=O)c1ccc(SC(F)(F)F)cc1 (stereo unspecified)
32: COc1ccc(-c2cn(-c3ccc(Br)cc3)c3[n+]2CCS3)cc1
33: COc1ccc(OCC(O)CNC(=O)c2c(-c3ccccc3)noc2C)cc1 (stereo unspecified)
34: CC(=O)Nc1sc(C)c(C)c1C(=O)OCC(=O)NCc1ccccc1
35: COc1cccc(CN(c2ccccc2C(=O)O)S(=O)(=O)c2ccc(C)cc2)c1
36: OC1(c2cccc(C(F)(F)F)c2)CCN(c2ccc(-c3ccccc3)nn2)CC1
assay / entry,31,32,33,34,35,36
ATXN viability,i,i,x,i,u,i
IL1B secr inh,14,-76*,0,12,23,-5
MCF10A rereplic,x,4%,0%,3%,2%,-2%
ATXN2 expr inh,7%,-13%,-26%,8%,-5%,49%[activator]
KB-3-1 cytotox,0%,8.2µM*,-9%,15%,8%,0%
HT1080NT lethal,1%,-25%,1%,2%,2%,0%
HepG2 tox,-34%,-9%,-12%,0%,15%,-1%
HT1080 IDH1KD tx,-1%,-29%,-1%,4%,21%,6%
SW480 rereplic,x,-3%,1%,-2%,-2%,-6%

37: CCOC(=O)c1n[nH]c(=O)c2ccccc12
38: Cc1cc2oc(=O)cc(COC(=O)c3n[nH]c4ccccc34)c2cc1C
39: CCCC(=O)Nc1nnc(SCc2cc(=O)c3ccc(C)cc3[nH]2)s1
40: CC(=NNC(=O)c1ccncc1)c1ccccc1O
41: Cn1c(-c2cc3ccc(OC(=O)C(C)(C)C)cc3oc2=O)nc2ccccc21
42: O=C(CCCCC(=O)OC1CCCCC1)OC1CCCCC1
assay / entry,37,38,39,40,41,42
ATXN viability,i,i,u,i,x,i
IL1B secr inh,27,-22,x,156,23,0
MCF10A rereplic,u,1%,x,18µM*,-7%,-1%
ATXN2 expr inh,4%,27%,-25%,u,73%[activator],8%
KB-3-1 cytotox,3%,0%,u,u,25%,-1%
HT1080NT lethal,0%,4%,x,u,5%,1%
HepG2 tox,-11%,-9%,-19%,-13%,7%,-9%
HT1080 IDH1KD tx,-1%,0%,x,u,2%,1%
SW480 rereplic,7%,-3%,x,0.58µM*,u,6%

43: COc1cc(/C=C2/C(=N)N3N=C(CC(=O)N4CCOCC4)SC3=NC2=O)ccc1OCc1ccccc1F
44: COc1cccc(-c2nc(CS(=O)CC(=O)NCc3ccc(F)cc3)c(C)o2)c1 (stereo unspecified)
45: COc1ccc(NC(=S)NCCc2ccccc2OC)c(OC)c1
46: CCOc1cc2[nH]c(=S)n(CCC(=O)NC3CCCCC3)c(=O)c2cc1OCC
47: Cc1ccc(N2C(=O)c3ccccc3C2C(=O)c2ccc(C)c(C)c2O)cc1 (stereo unspecified)
48: O=C(c1ccc(S(=O)(=O)N2CCCCC2)cc1)N(c1ccccn1)C1CCCCC1
49: COc1ccc(CCNc2ncnc3c2cnn3-c2ccc(C)cc2)cc1
50: Cc1nc([N+](=O)[O-])nn1C12CC3CC(CC(Br)(C3)C1)C2
assay / entry,43,44,45,46,47,48,49,50
ATXN viability,i,i,i,i,i,i,u,i
IL1B secr inh,11,8,0,-12,-22,2,x,-11
MCF10A rereplic,10%,17%,1%,x,-4%,10%,x,-3%
ATXN2 expr inh,34%[activator],x,-10%,x,-11%,1%,-13%,-5%
KB-3-1 cytotox,0%,-14%,u,0%,-10%,5%,7%,10%
HT1080NT lethal,4%,-7%,5%,-1%,1%,24%,x,7%
HepG2 tox,1%,-7%,-4%,-15%,-3%,-17%,-37%,0%
HT1080 IDH1KD tx,4%,-5%,-1%,-5%,-10%,27%,x,-2%
SW480 rereplic,-3%,1%,5%,x,11%,-24%,x,0%

An excerpt from above with just IL1B secr inh and KB-3-1 cytotox:
| entry | smiles | IL1B secr inh | KB-3-1 cytotox |
| --- | --- | --- | --- |
| 15 | CCCn1c(C)cc(C(=O)COc2ccc(-c3nnco3)cc2)c1C | x | u |
| 16 | CC(C)=CC1C(C(=O)NCCOc2ccccc2)C1(C)C (stereo unspecified) | 7 | -9% |
